High-throughput results as filed in PubChem.
Tb PFK block: inhibitors of T. brucei phosphofructokinase; 330,000 compounds, 0.17% hits; T. brucei PFK, ADP-Glo luminescence; Potency, µM (titrated, usually from 57.5 µM), inactives show top-dose activity, negative = inhibition, hits mostly inhibitors; O15648;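 note: potency is the fitted concentration of half-maximal effect; 0% = uninhibited 1x PFK enzyme wells and -100% = no-enzyme wells; nearly all actives have a fitted effect of over 60% in size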
Target sequence (O15648 whole entry, looked up): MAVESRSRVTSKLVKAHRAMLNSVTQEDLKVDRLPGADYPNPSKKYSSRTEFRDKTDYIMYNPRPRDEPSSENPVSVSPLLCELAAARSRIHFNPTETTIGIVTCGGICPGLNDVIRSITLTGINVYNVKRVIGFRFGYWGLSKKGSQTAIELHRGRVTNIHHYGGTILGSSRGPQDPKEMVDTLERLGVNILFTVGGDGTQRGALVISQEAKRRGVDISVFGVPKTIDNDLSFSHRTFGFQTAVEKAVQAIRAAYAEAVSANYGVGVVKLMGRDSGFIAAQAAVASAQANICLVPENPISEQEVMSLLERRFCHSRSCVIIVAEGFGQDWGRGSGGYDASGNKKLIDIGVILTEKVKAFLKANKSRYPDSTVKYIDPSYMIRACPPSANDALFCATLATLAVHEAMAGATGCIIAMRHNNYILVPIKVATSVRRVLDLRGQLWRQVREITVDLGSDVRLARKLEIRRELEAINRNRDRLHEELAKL
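Activity is normalized to no-enzyme wells (full inhibition) and 1.25 nM enzyme wells (no inhibition). Reaction: 0.5 mM F6P, 0.1 mM ATP, 45 min RT, ADP-Glo luminescence; concentration-response curves fitted and classed by quality.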
Menin-MLL TR inh: inhibitors of human menin-MLL interaction, mutant MLL peptide. 270,000 compounds, 0.23% hits. Potency, µM (top dose mostly 61.6 µM), for inactives: at the top dose FP activity change, negative = inhibition, most hits filed as inhibitors. Menin + Texas Red MLL mutant peptide, fluorescence polarization. AID 1768; active = well fitted inhibition curve with a large enough effect in the polarisation, with a control signal flat, not every such curve was filed as active; inconclusive = small, poorly fitted or top-dose-only effect, or effect the other way, or a change in a side signal; inactive = no such curve, though single readings can be large or run the other way; the % refers to the polarisation; note: potency is the fitted concentration of half-maximal effect; % of control where 0% means no effect; many of its hits are not listed in these tables
B2AR arrestin: recruits beta-arrestin to the human beta2-adrenergic receptor; beta-arrestin recruitment to beta2AR, cell-based reporter; 330,000 compounds, 0.02% hits; Potency, µM (doses to about 46.1 µM), for the others: at the highest dose activation, hits mostly activators; P07550; AID 492947;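 note: potency is the fitted concentration of half-maximal effect; 0% = DMSO controls and full agonism = EC100 isoproterenol or metaproterenol; nearly all actives have a fitted effect of over 65% in size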
GALK inh: blocks human galactokinase activity | 270,000 compounds, 0.007% hits | Purified GALK, Kinase-Glo residual ATP luminescence | AID 1868 | P51570 | Potency, µM (series often up to 57.5 µM), for the others: at the top dose activity change, negative = inhibition, most hits filed as inhibitors; note: potency is the fitted concentration of half-maximal effect; % is set by controls: 0 for no effect and ±100 for the full control effect
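The enzyme phosphorylates galactose (100 uM) using ATP (35 uM); inhibition is detected as higher residual ATP, quantified by bioluminescence after 1 h reaction at room temperature, pH 8.0.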
Giardia killer: kills Giardia lamblia. Giardia lamblia trophozoite viability. activity change, % at 7.66 µM, hits read low. 340,000 compounds, 0.15% hits; in the data active = activity change below about -80%; inconclusive = between about -30% and that limit;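 note: parasites exposed to compound for two days anaerobically before the ATP read; % is set by controls: 0 for no effect and ±100 for the full control effect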
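Anaerobic 48 hrs incubation at 37 deg C of 100 trophozoites/well with test compounds; ATPLite 1-Step luminescence, 15-30 min RT, reports cellular ATP as viability.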
PKM2 activator: PKM2 (human) enzyme activation | P14618 | 260,000 compounds, 0.34% hits | purified PKM2, Kinase-Glo ATP luminescence, activation; response scale: 0% is enzyme alone, no compound | Potency, µM (doses to about 57.5 µM), for the others: at the top dose activation, usual class: activators; note: potency is the fitted concentration of half-maximal effect; % is set by controls: 0 for no effect and ±100 for the full control effect; nearly all actives have a fitted effect of over 55% in size
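hPK-M2, >95% pure; 0.1 mM ADP / 0.5 mM PEP final; imidazole pH7.2 buffer w/ 7 mM MgCl2, 50 mM KCl; 1 h RT; Kinase-Glo lum. Intermediate enzyme activity for dual inhibitor/activator qHTS.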
TSG101-PTAP inh: blocks PTAP/TSG101 interaction to inhibit HIV-1 budding. 340,000 tested, under 10 active. Q99816. Potency, µM (highest dose often 115 µM), for the others: at the highest dose activity change, negative = inhibition, hits mostly inhibitors. Fluorescence polarization, FITC-PTAP peptide / Tsg101 binding; active = well fitted inhibition curve with a large enough effect in the main read-out, with a control signal flat, not every such curve was filed as active; inconclusive = small, poorly fitted or top-dose-only effect, or effect the other way, or a change in a side signal; inactive = no such curve, though single readings can be large or run the other way; note: potency is the fitted concentration of half-maximal effect; % of control where 0% means no effect
Target sequence (Q99816 whole entry, looked up): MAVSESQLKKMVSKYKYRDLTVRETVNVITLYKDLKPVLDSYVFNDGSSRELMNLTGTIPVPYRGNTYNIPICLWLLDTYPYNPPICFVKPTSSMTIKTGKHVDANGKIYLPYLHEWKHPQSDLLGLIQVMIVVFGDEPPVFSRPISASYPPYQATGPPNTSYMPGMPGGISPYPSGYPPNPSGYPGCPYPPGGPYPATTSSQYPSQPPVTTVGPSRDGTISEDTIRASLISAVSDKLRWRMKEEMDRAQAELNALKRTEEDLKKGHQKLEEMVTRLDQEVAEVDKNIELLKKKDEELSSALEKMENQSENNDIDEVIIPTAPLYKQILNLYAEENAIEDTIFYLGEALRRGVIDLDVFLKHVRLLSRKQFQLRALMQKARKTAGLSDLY
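Compounds were pin-transferred onto Tsg101 binding domain (10 uM final) in HEPES pH 7.5 buffer, then FITC-PTAP peptide was added at 50 nM final. After 20 min at RT, polarization reported peptide displacement across a qHTS concentration series.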
a7 integrin act: integrin-mediated muscular dystrophy alleviation activation; alpha7betagal myoblasts, beta-gal FDG fluorescence, 48 h; Potency, µM (top dose mostly 38.3 µM), inactives show top-dose activation, hits mostly activators; 350,000 compounds, 0.064% hits;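 note: potency is the fitted concentration of half-maximal effect; 100% = response of the positive control SU9516; nearly all actives have a fitted effect of over 60% in size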
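Alpha7betagal+/- myoblasts (passage 13) were plated 16-24 hr, then exposed to compounds (1:260 dilution of DMSO stock) for 48 hours at 37C. After MPER lysis, β-galactosidase reporter activity was read as FDG fluorescence (ex 480/em 540) after 30 minutes.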
BCR signal inh: chronic active BCR signaling inhibition. AID 493014. Potency, µM (titrated, usually from 46.1 µM), without a hit: at the highest dose ratio change, negative = lower green/red ratio, most hits filed as inhibitors. ABC-DLBCL IkBa-CBG/CBR reporter, luminescence ratio, 4 h. 340,000 compounds, 0.05% hits; active = well fitted inhibition curve with a large enough effect in the signal ratio, with a control signal flat, not every such curve was filed as active; inconclusive = small, poorly fitted or top-dose-only effect, or effect the other way, or a change in a side signal; the % refers to the signal ratio;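 note: potency is the fitted concentration of half-maximal effect; plate controls were basal doxycycline-induced cells for no effect and cells given 10 µM MG132 for full effect; MG132 reads +100%, hits lower the ratio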
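TMD8 ABC-DLBCL cells carrying doxycycline-inducible green luciferase fused to IkappaBalpha plus unfused red luciferase were exposed to compounds (up to 46 uM) for 4 hrs at 37C. Activity came from the overlap-corrected green/red luminescence ratio.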
S-ASM inh: inhibitors of human secretory acid sphingomyelinase. 340,000 compounds, 0.006% hits. Potency, µM (doses to about 57.5 µM), for the others: at the highest dose activity change, negative = inhibition, actives largely listed as inhibitors. P17405. placental ASM, HMU-PC fluorogenic substrate, 60 min; note: potency is the fitted concentration of half-maximal effect
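Fluorescence read-out (Ex 386 nm, Em 447 nm) after stopping the reaction at pH 10. Enzyme: ASM from human placenta; substrate HMU-PC0, 9 uM final; 60 min, 37 °C. Compound preincubation 10 min, ambient temperature.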
Coupling enz: coupling enzyme interference in Giardia aldolase counter-screen; 290,000 compounds, 0.67% hits; AID 2472; activity change, negative = inhibition, % at 58.2 µM, hits read low; coupling enzyme system counterscreen, AmpLite Red fluorescence; in the data active = activity change below about -30%; note: % is set by controls: 0 for no effect and ±100 for the full control effect
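Final compound at 57.5 uM, incubated 10 min at RT with coupling enzyme reagent (glyceraldehyde-3-phosphate), then 20 min with substrate and AmpLite Red detection. Fluorescence read at 525/598 nm; tests interference with the coupling assay, not aldolase inhibition.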
An asterisk follows results filed as active; u = inconclusive; x = not tested or not shown; [ ] = another dose, or the depositor's remark. Unless noted, calls come from the whole dose curve; as a rule, active = well fitted curve in the direction sought with a large enough effect; inconclusive = small, poorly fitted or top-dose-only effect, or another doubt; inactive = no such curve, though single readings can be large; an effect the other way counts as inactive or inconclusive. An excerpt; count on the stated rates, not on these rows.

SMILES | Tb PFK block | Menin-MLL TR inh | B2AR arrestin | GALK inh | Giardia killer | PKM2 activator | TSG101-PTAP inh | a7 integrin act | BCR signal inh | S-ASM inh | Coupling enz
COc1cccc(-c2noc(-c3ccc(Br)o3)n2)c1 | 4% | u | 3.5% | -1% | -11 | -3% | 0% | 5% | 9% | -10% | -5
O=C(Cn1cc(C(=O)C2CC2)c2ccccc21)NCc1ccc2c(c1)OCO2 | 0% | 35%[activator] | -1.7% | -3% | 9 | -1% | -3% | -17% | 4% | -1% | -2
CCc1cccc(C)c1NC(=O)CSc1nnc(C)o1 | -2% | x | -0.1% | -4% | -19 | 1% | -2% | 7% | -11% | -1% | x
Cc1sc(NC(=O)c2ccco2)c(CN2CCN(c3ccc(F)cc3)CC2)c1C | 1% | u | -0.9% | 0% | -2 | 2% | -5% | -27% | -15% | -1% | -4
Cn1cc(-c2cccc(C(F)(F)F)c2)cc(C#N)c1=O | -1% | 10% | 0.3% | 1% | -8 | x | -3% | 0% | -2% | 66%[activator] | 1
CCOCCCNC(=O)C(c1ccc(OC)cc1)N(Cc1ccc2c(c1)OCO2)C(=O)c1ccccc1O (centres undefined) | 2% | -18% | -0.1% | 0% | -8 | 0% | -7% | 14% | -11% | -1% | 0
CCNC(=S)N1CCNC(=O)C1CC(=O)OC (centres undefined) | -6% | -3% | -0.3% | x | -7 | -16% | -5% | 10% | -1% | 6% | -3
Cc1cccc(NC(=O)c2nc[nH]c2C(=O)N[C@@H](Cc2ccccc2)C(=O)OC(C)(C)C)c1 | 1% | x | -0.1% | 5% | 4 | 0% | u | -38% | u | -17% | -4
COc1cccc(-n2c(SC)nnc2-c2c[nH]c3ccccc23)c1 | 2% | -5%[11.7 µM] | -1.1% | 3% | -2 | 5% | 0% | 12% | u | 2% | -9
Cc1occc1C(=O)NNC(=O)Nc1ccc(Cl)c(Cl)c1 | -8% | -3% | -0.2% | 0% | 7 | -8% | -2% | 16% | u | -1% | -1
COc1ccc(CCN(C)C(=O)c2cncc(Br)c2)cc1OC | 1% | 5% | -0.6% | -1% | -20 | 3% | 1% | 4% | 1% | 0% | 1
CC(NC(=O)/C(C#N)=C1\N=C(NC(=O)c2ccco2)c2ccccc21)c1ccccc1 (centres undefined) | 2% | x | 0.5% | -1% | -4 | 1% | 0% | -12% | 2% | -12% | 3
Cc1nc(P(=O)(c2ccccc2)c2ccccc2)c(N2CCOCC2)o1 | 0% | 1% | -0.2% | 1% | 36[activator] | 3% | -2% | 1% | 3% | 3% | 3
CC(=O)c1ccc(S(=O)(=O)Nc2ccc(Cl)c(S(=O)(=O)N3CCCC3)c2)cc1 | -6% | x | -0.9% | x | -13 | x | -2% | -24% | -4% | -3% | x
O=C(Cc1ccc(NC2=NC3CS(=O)(=O)CC3S2)cc1)Nc1ccc(F)cc1 (centres undefined) | 0% | -7% | -0.2% | x | 2 | 0% | -3% | -8% | -2% | 2% | 0
C=CCn1c(CCn2c3ccccc3c3ccccc32)n[nH]c1=S | -19% | -10% | u | 0% | -3 | -3% | -6% | -4% | -17% | 0% | 1
CCCOc1ccc(N2CC(C(=O)Nc3ccc4c(c3)OCO4)CC2=O)cc1 (centres undefined) | -1% | u | -0.4% | -1% | -21 | -1% | 0% | -17% | -20% | -14% | 1
Cc1ccc(NC(=O)COC(=O)c2cc(C)nc3ccccc23)c([N+](=O)[O-])c1 | -10% | -10% | -0.8% | 0% | 1 | 19% | 0% | -28% | -8% | -1% | 0
COc1cc2c(cc1OC)CN(CC(=O)Nc1cccc([N+](=O)[O-])c1)CC2 | 2% | 4% | 0.0% | -1% | 8 | x | -3% | 10% | -14% | -2% | -3
CN1C(=O)CC(N2CCN(C(=O)CN3CCCC3)CC2)C1=O (centres undefined) | 0% | 8% | 0.3% | 0% | -2 | 4% | -6% | 0% | 0% | -2% | 0
Nc1nonc1-n1nnc(C(=O)N/N=C\c2cccc(Cl)c2)c1CN1CCOCC1 | 0% | 22% | 0.0% | -2% | 15 | 0% | -6% | 3% | 3% | -4% | -4
COc1ccc(-c2nc(CSCC(=O)NCc3ccco3)c(C)o2)cc1 | 0% | -4% | 0.0% | -1% | -18 | 2% | 0% | -16% | u | -3% | 3
CCOC(=O)c1ccc(NC(=O)c2cc(C)nn2-c2ccccc2)cc1 | 1% | 17% | 0.3% | 1% | -26 | x | -3% | -7% | 6% | -1% | 6
O=C(COc1ncnc2ccccc12)NCCC1=CCCCC1 | -8% | 3% | 0.2% | -4% | 16 | 0% | -10% | -9% | -13% | 3% | 1
Cn1c(SCCCC(=O)c2ccc(Br)cc2)nnc1-c1ccncc1 | 0% | 8% | 0.3% | -3% | 17 | 0% | 0% | 2% | 15% | 2% | 1
COc1ccc(C2=NO[C@@H]3C(=O)N(c4ccc5c(c4)OCCO5)C(=O)[C@H]23)cc1OC | 10% | 20% | -0.1% | -1% | -11 | -1% | -4% | 11% | -1% | -1% | -7
CCn1c(=S)[nH]c2sc3c(c2c1=O)CCCC3 | 2% | 11% | -0.1% | -3% | 49[activator] | -3% | 2% | -26% | 9% | 2% | 7
Cc1ccc(S(=O)(=O)N2CCOCC2)cc1C(=O)OCC(=O)c1c(N)n(C)c(=O)n(C)c1=O | 0% | x | -0.6% | x | -25 | x | -4% | -11% | 0% | 3% | x
COc1ccc(NC(=O)N(C)C[C@H]2Oc3ccc(NC(=O)CCC(F)(F)F)cc3C(=O)N([C@H](C)CO)C[C@@H]2C)cc1 | -1% | x | 0.6% | x | -20 | x | -2% | 2% | -2% | 0% | x
O=C(NC1CCN(Cc2ccc(Cl)c(Cl)c2)CC1)c1ccccc1 | -5% | 5% | 0.5% | -4% | 16 | x | -5% | -7% | -3% | 3% | -1
Cc1ccc(-c2nc3ncccn3c2Nc2ccc3c(c2)OCCO3)cc1 | -6% | -3% | 7.7% | 5% | -16 | 0% | -1% | -1% | -3% | -7% | 4
CN(C)C(CNC(=O)c1ccc(S(=O)(=O)NCc2ccco2)cc1)c1ccccc1 (centres undefined) | 6% | 0% | 0.2% | 4% | -10 | -3% | -2% | -19% | -7% | 5% | 0
Cc1cccc(N2CCN(C(=O)COCc3cc(-c4ccc5c(c4)OCO5)on3)CC2)c1C | 2% | -9% | -0.5% | -6% | -9 | x | 6% | 10% | u | -17% | 2
C=CCCC(=O)Nc1ccc(Br)cn1 | -14% | 6% | 0.2% | 6% | 5 | 0% | 0% | -24% | 2% | 2% | 2
Cc1ccc(NC(=O)C2CC(O)CN2C(=O)Oc2ccccc2)c(C)c1 (centres undefined) | 1% | -17% | -0.1% | -2% | 1 | x | -4% | -27% | -4% | 0% | -2
Cc1occc1C(=O)N1CCCC(N2CCN(c3ccccc3F)CC2)C1 (centres undefined) | -3% | x | -0.3% | 6% | 11 | 1% | 0% | -24% | -1% | 2% | x
CCN(CC)c1ccc(NC(=O)c2cc3ccccc3o2)c(C)c1 | -2% | 0% | -0.8% | -1% | -8 | 3% | -3% | 21%[7.66 µM] | 15% | -3% | 2
CCc1ccc(-c2nc(SCC(=O)N3CCOCC3)n[nH]2)cc1 | -2% | 3% | -0.2% | 5% | u | -9% | 2% | 10% | -1% | 3% | 1
CC/C(=N\NC(=O)c1c(C)nc2ccccn12)c1ccc(Cl)cc1 | 0% | u | -0.3% | -1% | 15 | x | 0% | 5% | -3% | -4% | 5
CCC[C@@H]1Cc2ccccc2N1C(C)=O | 0% | x | -0.1% | x | -22 | x | -5% | 0% | 0% | 1% | x
Cc1ccc(NCc2ccccc2)cc1 | 1% | 4% | 0.4% | -3% | -15 | -1% | -3% | 3% | u | -1% | 2
COc1cc(NC(=O)CSc2nc3[nH]ncc3c(=O)n2-c2ccc(Cl)cc2)cc(OC)c1 | 1% | u | 2.9% | 8% | 0 | x | -2% | -32% | u | -9% | 0
COc1cc(C(=O)OCC(=O)Nc2ccc(OC(F)F)cc2)cc(OC)c1OC | 4% | 26% | 0.4% | -2% | -5 | 4% | -5% | 6% | 8% | 17% | 0
